TTR transcr act: TTR transcription activators in neuroblastoma reporter cells, primary screen, cell-based, luminescence, SH-SY5Y, TTR promoter Gaussia luciferase; 100% = recombinant luciferase protein wells; activation, % at 16.7 µM; AID 1117267, 2014; 92,000 tested, 1.3% active;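 active = activation above the mean of all tested compounds plus 3 SD, cut at about 9.5% in these data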;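 also: cells exposed to compounds for one day before reading; 0% = median of all test compound wells on the plate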
* marks the source's active call; other numbers are inactive results.

SMILES	TTR transcr act
O=C(C1CCN(S(=O)(=O)c2cccs2)CC1)N1CCCCCC1	2.4
O=C(Nc1ccc(Br)cn1)c1cccc2c1-c1ccccc1C2=O	0.2
O=c1[nH]c(=O)n(CCO)c2nnn(Cc3ccccc3)c12	-0.7
CCOC(=O)C1C(=O)C=C(c2cccs2)CC1c1ccccc1 (configuration not stated)	-1.5
Cc1cc(OCc2nc(-c3cccs3)no2)cc(C)c1Cl	-0.1
CCN(CC)C(=O)C1CCN(Cc2ccc(Br)cc2)CC1	1.3
O=C(COc1ccccc1)N=C1SC2CS(=O)(=O)CC2N1c1ccccc1 (configuration not stated)	-0.6
Nc1cc([N+](=O)[O-])ccc1Nc1ccccc1	0.1
Cc1scc(C(=O)Nc2ccon2)c1-c1ccccc1	-1.2
COc1ccc(NC(=O)c2ccc(Cl)c(S(=O)(=O)N3CC(C)OC(C)C3)c2)cn1 (configuration not stated)	-3.5
Cc1ccc(S(=O)(=O)Nc2ccccc2CNc2ccccn2)cc1	0.7
Cc1ccc2c(NC(=O)C3CC3)cccc2n1	3.8
O=c1c(Cc2ccc(F)cc2)c(O)ccn1Cc1ccc(Cl)cc1Cl	3.9
CCN(CC)C(=O)COC(=O)c1ccc(C)c(NC(=O)c2ccco2)c1	4.5
OCCC1CN(Cc2cccn2-c2nccs2)CCN1C1CCCCC1 (configuration not stated)	0.0
O=C(/C=C/c1ccc(F)cc1)N1CCCN(C(=O)/C=C/c2ccc(F)cc2)CC1	0.1
Cc1cccc(NC(=O)CCSc2nnc(Cc3ccccc3)o2)c1	-0.7
CC(C)(C)S(=O)(=O)N1Cc2ccc(CO)cc2[C@@H]1CCO	-0.7
O=C(c1ccc([N+](=O)[O-])cc1Cl)N1CCN(Cc2ccccc2)CC1	-1.7
COc1ccccc1C(=O)N1CCN(C(=O)[C@H]2O[C@@H](n3ccc(=O)[nH]c3=O)[C@H](O)[C@@H]2O)CC1	1.7
COc1ccc(/C=N/NC(=O)c2ccncc2)cc1[N+](=O)[O-]	0.0
CC(C)Oc1cccc(C(=O)C2CCCN(C(=O)c3ccnn3C)C2)c1 (configuration not stated)	2.9
COCCNC(=O)C(c1ccc(O)cc1)N(C(=O)CCC(=O)Nc1nccs1)c1ccc(C)cc1 (configuration not stated)	0.7
O=C(N(c1ccccn1)c1ccccn1)C12CC3CC(CC(C3)C1)C2	0.8
O=C(CSc1nc2ccccc2s1)Nc1cc(S(=O)(=O)N2CCOCC2)ccc1O	-2.3
CCCCCCCCN1C(=O)[C@@H](CC(=O)N2CCCCC2)C[C@@]2(C(=O)OC)C1=C[C@H](COCc1ccccc1)O[C@@H]2C	0.3
O=C(O)c1cc(N2CCCC2)ccn1	5.8
CCOc1ccc(CN(C)CC(=O)Nc2cccc3ccccc23)cc1OC	-0.5
COc1cc(CC(=O)Nc2ccc(Cl)c(C(F)(F)F)c2)cc(OC)c1OC	0.4
COC(=O)c1c(NC(=O)C2CC2)sc2c1CCN(C(C)=O)C2	1.4
COc1cc2oc(=O)cc(CN3CCOCC3)c2cc1Cl	-1.6
COc1ccc(/C(N)=N/O)cc1O	4.5
O=C(O)CC1(CC(=O)Nc2nccs2)CCCCC1	0.6
CCC(=O)N1CCc2cc(OC)c(OC)cc2C1COc1ccc(OC)cc1 (configuration not stated)	-1.2
O=C(c1cc(-c2ccc(Cl)cc2)on1)N1CCN(c2ccccc2)CC1	1.2
N=C1SCC(=O)N1c1ncc(Cc2ccc(F)cc2)s1	-2.0
N#Cc1cnn(-c2ncnc3sc(-c4ccccc4)cc23)c1N	-0.4
CC(C)(C)n1nnnc1C(c1cc2ccccc2o1)N(Cc1ccccc1)Cc1ccccc1 (configuration not stated)	-3.4
COc1ccccc1CNC(=O)c1ccc(CNc2c(N3CCCC3)c(=O)c2=O)cc1	0.4
CCOC(=O)c1ccc(NC(=S)Nc2ccc3[nH]c(=O)[nH]c3c2)cc1	8.0
CCOC(=O)C1=CCN(S(=O)(=O)c2ccccc2Br)C1c1ccccc1 (configuration not stated)	0.4
C=CCC[C@H](Cc1ccc(F)cc1)C(=O)OC[C@H](Cc1c[nH]c2ccccc12)NC(=O)[C@H](CC=C)CC(=O)NCCO	-5.2
COc1cccc(C(NC(C)=O)c2nc(-c3cccc(O)c3)cs2)c1 (configuration not stated)	0.3
CN(CC(=O)Nc1ccc(N2CCOCC2)cc1)CC(=O)Nc1ccc(N2CCOCC2)cc1	1.0
O=S(NC1CCCCC1)C12CC3CC(CC(C3)C1)C2 (configuration not stated)	-0.5
CCC(C)C(CO)NCCCn1ccc(NC(=O)OCc2ccccc2)nc1=O (configuration not stated)	-0.7
O=C1CCSc2ccc(Cl)cc2N1Cc1cccc(Cl)c1	-2.1
O=C(NCCc1ccc(Cl)cc1)C1CCC(=O)N1Cc1ccc(F)cc1 (configuration not stated)	-1.8
C=CC[C@@H](CC(=O)N(CCO)Cc1ccccc1)C(=O)N[C@H](COC(=O)[C@@H](CC=C)CC(=O)OC(C)(C)C)Cc1c[nH]c2ccccc12	-4.9
O=C(Nc1ccccc1F)c1ccc(CN2CCN(c3ccccc3)CC2)cc1	-0.9

19 entries out of the list, sorted by formula weight, smallest number first:
SMILES	TTR transcr act
O=C(O)c1cc(N2CCCC2)ccn1	5.8
Cc1scc(C(=O)Nc2ccon2)c1-c1ccccc1	-1.2
COc1ccc(/C=N/NC(=O)c2ccncc2)cc1[N+](=O)[O-]	0.0
COc1cc2oc(=O)cc(CN3CCOCC3)c2cc1Cl	-1.6
N#Cc1cnn(-c2ncnc3sc(-c4ccccc4)cc23)c1N	-0.4
COC(=O)c1c(NC(=O)C2CC2)sc2c1CCN(C(C)=O)C2	1.4
O=C(N(c1ccccn1)c1ccccn1)C12CC3CC(CC(C3)C1)C2	0.8
CCN(CC)C(=O)C1CCN(Cc2ccc(Br)cc2)CC1	1.3
CC(C)Oc1cccc(C(=O)C2CCCN(C(=O)c3ccnn3C)C2)c1 (configuration not stated)	2.9
O=C(C1CCN(S(=O)(=O)c2cccs2)CC1)N1CCCCCC1	2.4
O=C(c1ccc([N+](=O)[O-])cc1Cl)N1CCN(Cc2ccccc2)CC1	-1.7
O=C(c1cc(-c2ccc(Cl)cc2)on1)N1CCN(c2ccccc2)CC1	1.2
OCCC1CN(Cc2cccn2-c2nccs2)CCN1C1CCCCC1 (configuration not stated)	0.0
CCOc1ccc(CN(C)CC(=O)Nc2cccc3ccccc23)cc1OC	-0.5
CCC(C)C(CO)NCCCn1ccc(NC(=O)OCc2ccccc2)nc1=O (configuration not stated)	-0.7
COc1cc(CC(=O)Nc2ccc(Cl)c(C(F)(F)F)c2)cc(OC)c1OC	0.4
CCOC(=O)C1=CCN(S(=O)(=O)c2ccccc2Br)C1c1ccccc1 (configuration not stated)	0.4
COc1ccc(NC(=O)c2ccc(Cl)c(S(=O)(=O)N3CC(C)OC(C)C3)c2)cn1 (configuration not stated)	-3.5
C=CC[C@@H](CC(=O)N(CCO)Cc1ccccc1)C(=O)N[C@H](COC(=O)[C@@H](CC=C)CC(=O)OC(C)(C)C)Cc1c[nH]c2ccccc12	-4.9

The results go on.
SMILES	TTR transcr act
c1ccc(-c2ccc(-c3ccccn3)s2)nc1	-1.3
C#CCOc1nc(C)cc(C)c1S(=O)(=O)c1ccccc1C	0.3
O=c1c(Br)c(NCc2ccccc2)cnn1-c1ccc(F)cc1	1.8
CCOC(=O)CCC(=O)N1CCOCCOCCN(C(=O)CCC(=O)OCC)CCOCCOCC1	3.5
C=CCn1cnc2c(nnn2-c2ccc(C)c(C)c2)c1=O	-0.7
Cc1cc(C)c2c(c1)/C(=N/Nc1ccc(S(N)(=O)=O)cc1[N+](=O)[O-])CCC2	-0.4
Cc1noc(C)c1S(=O)(=O)Nc1ccccc1Cl	-2.1
O=C(Nc1ccc(Cl)cc1)OCc1cncs1	-1.8
CCCCc1ccc(S(=O)(=O)NC(=O)C2(C)CCN2C(=O)CCc2cccs2)cc1 (configuration not stated)	-2.1
CCOc1ccc(S(=O)(=O)N2CCCC(C(=O)N3CCOCC3)C2)cc1C (configuration not stated)	0.5
O=C(Nc1nc2c(s1)CCCC2)c1cccc(S(=O)(=O)N2CCCc3ccccc32)c1	-1.5
CC(C)=NN/C(N)=N/C(=S)Nc1ccc(C)cc1	-1.1
CCCCn1c(N)c(N(CC)C(=O)CCNC(=O)c2ccc(Cl)cc2)c(=O)[nH]c1=O	-0.5
CCCOC(=O)CSC1=C(C#N)C(c2ccccc2OC)C(C#N)C(=O)N1 (configuration not stated)	1.7
C=CCNC(=S)N/N=C(\C)c1ccc(OC)cc1	0.0
O=C(c1ccccc1)N1CCN(c2ncnc3c2cnn3-c2ccccc2)CC1	-1.4
O=c1nc2s/c(=C\c3ccc(-c4ccccc4[N+](=O)[O-])o3)c(=O)n2nc1-c1ccccc1	-0.5
N#CC(c1ccccc1)N(CCCCl)C(=O)c1ccccc1 (configuration not stated)	0.5
Cc1oc(-c2ccccc2Cl)[n+]([O-])c1C	1.0
COC(=O)c1cccc(Nc2nc(-c3cccnc3)nc3ccccc23)c1	-2.7
Cc1nc(NCCc2ccccc2)sc1C(=O)O	0.8
Cc1[nH]c(=S)c(C#N)c(C)c1Cc1ccccc1	0.2
Cc1cc(=O)oc(C)c1C(=O)N1CCN(c2ccc(F)cc2)CC1	2.7
COc1ccc(Cl)cc1C(=O)Nc1cccc2ncccc12	-1.1
CN(C)/C=C/C(=O)C(F)(F)F	0.3
Cn1c(N)c(C(C[N+](=O)[O-])c2ccccc2Cl)c(=O)n(C)c1=O (configuration not stated)	-0.5
COc1ccc2c(c1)CCc1c(C(=O)N3CC4(C)CC3CC(C)(C)C4)noc1-2 (configuration not stated)	-1.6
C/C(=N\NC(=O)c1ccc([N+](=O)[O-])cc1)c1cc2ccccc2oc1=O	-0.1
O=C(CCl)Nc1cc(-c2ccccc2)nn1-c1ccccc1	-6.2
CCOC(=O)N1CCN(S(=O)(=O)c2ccc(Br)s2)CC1	0.6
COC(=O)NNC(=O)c1ccc(C)c(Br)c1	-1.2
Cc1c(C(=O)c2cccc([N+](=O)[O-])c2)c2ccccn2c1CCC#N	-0.4
COc1ccc(C(CNS(=O)(=O)c2ccc(NC(C)=O)c(OC)c2)N2CCCCC2)cc1 (configuration not stated)	1.2
Cc1cc(C)n(-c2nc(SCCN(C)C)c3c4c(sc3n2)CCCC4)n1	-1.0
O=C(Cc1ccc(S(=O)(=O)N2CCCC2)s1)NC1CCCCCC1	2.8
COc1ccc(OC)c(C2=NOC(C(=O)Nc3cccc(C(C)=O)c3)C2)c1 (configuration not stated)	0.4
Cn1c2ccc(F)cc2c2ncn(Cc3ccccn3)c(=O)c21	15*
O=C(NC1CC1)c1ccc2snnc2c1	-1.0
Cc1nnc(SCC(=O)NC(=O)NC2CCCC2)n1N	3.7
O=C(NCC(c1ccccc1)c1ccccc1)[C@H](Cc1c[nH]c2ccccc12)NC1(C(=O)NC2CCCCC2)CCN(Cc2ccccc2)CC1	-3.4
COC(=O)/C(=C\c1ccc2c(c1)c1ccccc1n2C)NC(=O)c1ccccc1	0.1
N#CC(C#N)=Cc1ccc(-c2ccc(S(=O)(=O)N=C(N)N)cc2)o1	-1.6
COc1ccccc1CNC(=O)COC(=O)c1ccncc1	-1.7
COc1cccc(C(=O)NOCc2ccccc2)c1OC	1.2
Cn1c(CCc2ccccc2)n[nH]c1=S	1.5
Cc1nc(-c2cccc(S(=O)(=O)N3CCC(C)CC3)c2)cs1	0.5
C=CCN(CC=C)C(=O)Cc1ccc(F)cc1	0.3
COc1ccc(S(=O)(=O)c2c(O)c3ccc(C(=O)Nc4ccccc4)cc3[nH]c2=O)cc1	-0.6
COC(=O)CCSCC(=O)N1N=C(c2ccc(Br)cc2)CC1c1cccc(OC)c1OC (configuration not stated)	-2.2
O=C(CSc1ncccn1)NCc1ccccc1Cl	6.2
Continuation:
SMILES	TTR transcr act
O=C(CCC(=O)c1ccc(F)cc1)Nc1ccccc1Cl	5.6
CC(N=C1NS(=O)(=O)c2ccccc21)C(=O)N1CCc2ccccc2C1 (configuration not stated)	-0.8
Cc1nn(-c2ccccc2)c(Cl)c1C(=O)Nc1nnc(C2CCCCC2)s1	-2.5
Cc1onc(-c2c(Cl)cccc2Cl)c1C(=O)N1CCOCC1	0.9
COc1ccc(OC)c(NC(=O)C(=O)NNC(=O)c2cccs2)c1	-1.5
CNC(=O)Nc1ccc2nc(C)sc2c1	-1.0
O=C(NCC1CCCCC1)c1cc(S(=O)(=O)N2CCCCC2)ccc1N1CCOCC1	-0.8
COc1ccc(Cl)cc1NC(=O)C1CCCN(c2ncnc3c2nc2n3CCCCC2)C1 (configuration not stated)	-0.3
COc1ccc(S[C@@H](CCN2CC[C@H](C)CCC2=O)c2ccccc2)cc1	6.5
COc1cccc(NC(=O)Cc2ccc(C)cc2)c1	2.5
CC(C)C[C@H](NC(=O)C1CCN(S(=O)(=O)c2ccccc2)CC1)C(=O)NCc1ccccn1	1.0
N#Cc1c(-c2ccccc2)nc(SCC(=O)Nc2ccc(OC(F)(F)Cl)cc2)[nH]c1=O	0.1
CCOc1ccc(S(=O)(=O)N2CCN(C(=O)c3cc([N+](=O)[O-])ccc3N3CCOCC3)CC2)cc1	6.0
COc1ccc(N2CCN(C(=O)NCc3cccc(OC)c3)CC2)cc1	0.2
Cc1ccc(N(CC(=O)N2CCN(Cc3ccccc3)CC2)S(C)(=O)=O)cc1C	-0.7
CC(C)[C@H](NC(=O)c1cccc(CN(Cc2ccccc2)C(=O)c2ccccc2)c1)C(=O)O	-0.5
O=C1CCN(Cc2ccc(Cl)cc2Cl)C(=O)N1	3.0
Cc1ccc(C(=O)c2cccc(N)c2)cc1C	-0.8
Cc1ccc(-n2c3c(cc(C(=O)O)c2=O)C(=O)CC(C)(C)C3)cc1	-0.4
O=C(CNC(=S)NC(=O)c1cccc([N+](=O)[O-])c1)c1ccccc1	0.1
CCSc1nc(O)c(C2OC(=O)c3c2ccc(OC)c3OC)c(=O)n1-c1ccccc1 (configuration not stated)	-1.5
CCC(=O)Nc1ccc(NC(=O)CSc2nnc(-c3ccco3)n2C)cc1	2.2
Cn1c(=O)c2c(nc(Oc3cccc(O)c3)n2C)n(C)c1=O	2.3
COc1cccc(NC(=O)CN(C)C(=O)/C=C/c2cn(-c3ccccc3)nc2-c2ccc(OC)c(OC)c2)c1	-1.7
O=C(COC(=O)c1n[nH]c(=O)c2ccccc12)c1ccc(Cl)cc1	4.2
Cc1cccc(C(=O)NC(C)C2CC3CCC2C3)c1 (configuration not stated)	-0.1

An excerpt; the hit share may differ from the screen's.
